RNase H inhibition: RNase H inhibition, HIV 1 Gag Pol polyprotein, FRET biochemical assay, screening (AID 372). inhibition, % at 10 µM, or IC50 in µM where a hit was titrated. hit rate 0.77% among 100,000. HIV-1 RT RNase H, FRET RNA/DNA substrate fluorescence; higher % means a stronger effect; in the data active = inhibition above about 50%
* marks the source's active call; other numbers are inactive results. Only part of the results is shown; count on the stated rates, not on these rows.

SMILES	RNase H inhibition
O=C(Nc1ccc(F)cc1)c1ccc(Br)c(S(=O)(=O)N2CCOCC2)c1	4%
COc1cc(OC)c(NS(=O)(=O)c2ccc(F)cc2)cc1Cl	1%
Oc1c(Br)cc(Br)cc1/C=N\Nc1nc(-c2ccccc2)cc(-c2ccccc2)n1	7%
C=CCOc1cccc(/C=N/NC(=O)C(=O)NCc2ccccn2)c1	1%
CCOC(=O)C1=C(C)NC(=O)NC1c1cccc(O)c1 (stereo not given)	0%
O=c1c(Oc2ccccc2Br)c(C(F)(F)F)oc2c(CN3CCOCC3)c(O)ccc12	2%
COc1ccc(Nc2ccccc2C(=O)O)cc1	0%
COc1ccc(C(=O)Nc2ccc(N(C)C(C)=O)cc2)cc1	15%
COc1ccccc1/C=N/Nc1nc(-c2ccccc2)nc(C)c1C	11%
O=[N+]([O-])c1cc(-n2ncnc2-c2ccc(Cl)cc2)ccc1F	16%
CC(C)(C)C1(C)OC(=O)C(=Cc2ccccc2OCc2ccccc2F)C(=O)O1 (stereo not given)	2%
CN(C)c1ccc(C2Nc3ccc(C(=O)c4ccccc4)cc3NC3=C2C(=O)CCC3)cc1 (stereo not given)	19%

A different layout for some results above:
O=c1c(Oc2ccccc2Br)c(C(F)(F)F)oc2c(CN3CCOCC3)c(O)ccc12
  RNase H inhibition = 2%

COc1ccc(Nc2ccccc2C(=O)O)cc1
  RNase H inhibition = 0%

COc1ccc(C(=O)Nc2ccc(N(C)C(C)=O)cc2)cc1
  RNase H inhibition = 15%

COc1ccccc1/C=N/Nc1nc(-c2ccccc2)nc(C)c1C
  RNase H inhibition = 11%

Additional records:
SMILES	RNase H inhibition
CC(=O)OCCNc1ccc2noc3c2c1C(=O)c1ccccc1-3	0%
Cc1cccc(C(=O)Oc2ccc(/C=C3/SC(=S)NC3=O)cc2)c1	11%
Oc1ccccc1/C=N/Nc1nc(N2CCCC2)nc(N2CCCC2)n1	15%
COc1ccccc1NC(=O)C(=O)N/N=C/c1ccc2c(c1)OCO2	3%
Cc1cccc(CC2CC(=O)N(c3ccc(/C=C/C(=O)O)cc3)C2=O)c1 (stereo not given)	6%
CCOc1ccccc1NC(=O)CCCOc1ccc(Cl)cc1Cl	9%
CCOc1ccc(Nc2nc(-c3c(C)nc4sccn34)cs2)cc1	17%
C/C(=N\NC(=O)c1cc2ccccc2cc1O)c1ccc2c(c1)OCO2	19%
C=CCN1C(=O)/C(=C\c2cc(Cl)ccc2OCc2cccc(C)c2)SC1=S	8%
CC1=C(C(=O)OCCOc2ccccc2)C(c2cccnc2)C2=C(CC(c3ccc(Cl)cc3)CC2=O)N1 (stereo not given)	7%
O=C(c1cc(-c2ccc(Cl)c(Cl)c2)nc2ccccc12)N1CCN(c2ccccc2)CC1	7%
Cc1cc(C=C2C(=O)N(C)C(=O)N(C)C2=O)c(C)n1-c1ccc(C(=O)O)c(Cl)c1	7%

A portion from the list above, as a working copy:
SMILES	RNase H inhibition
O=C(Nc1ccc(F)cc1)c1ccc(Br)c(S(=O)(=O)N2CCOCC2)c1	4%
COc1cc(OC)c(NS(=O)(=O)c2ccc(F)cc2)cc1Cl	1%
Oc1c(Br)cc(Br)cc1/C=N\Nc1nc(-c2ccccc2)cc(-c2ccccc2)n1	7%

(more compounds)
SMILES	RNase H inhibition
COc1ccc(CCNC(=O)C(=O)NCC(C)C)cc1	0%
O=C(Nc1cc(C(F)(F)F)ccc1Cl)c1ccccc1I	0%
COc1cc(NC(=O)c2ccc(Cl)cc2)c(OC)cc1Cl	0%
O=C(c1ccc2ccccc2n1)N1CCOCC1	1%
CCOc1ccc(C(=O)Nc2cccc(-c3nc4ccccc4[nH]3)c2C)cc1[N+](=O)[O-]	16%
O=C(COc1ccc(Br)cc1Cl)Nc1ccc(F)cc1	49%
CCc1ccc2oc(-c3cccc(NC(=S)NC(=O)c4oc5ccccc5c4C)c3)nc2c1	2%
C=CCN1C(=O)/C(=C\c2cn(Cc3ccccc3Cl)c3ccccc23)SC1=S	16%
COc1ccc(-c2n[nH]c(=S)n2/N=C/c2ccc(F)cc2)cc1	12%
CCOc1ccc(C(=O)NC(=S)Nc2ccc(C(=O)OC)cc2)cc1[N+](=O)[O-]	16%
COc1cccc(C2CC(c3cccs3)=NN2c2ccc(F)cc2)c1OC (stereo not given)	21%
Cc1ccc(/C=C(\C#N)c2nc(-c3ccc(Cl)c(Cl)c3)cs2)cc1	5%

Other records
SMILES	RNase H inhibition
COc1cc2c(cc1OC)C(c1cccc(Cl)c1)N(Cc1ccccc1C)CC2 (stereo not given)	18%
CN(C)c1cc(N/N=C/C=C/c2ccccc2)nc(N(C)C)n1	7%
CCOc1ccccc1NC(=O)CN(c1ccccc1C)S(C)(=O)=O	15%
O=C1NC(=S)N(c2cccc(Br)c2)C(=O)/C1=C\c1cc(Cl)cc(Cl)c1O	4%
O=C1c2cccc([N+](=O)[O-])c2C(=O)N1c1cccc(-c2nc3ccccc3c(=O)o2)c1	23%
CC(C)(C)c1cc(CN2CCCCC2)cc(C(C)(C)C)c1O	9%
CCN1C(=O)NC(c2ccc([N+](=O)[O-])cc2)C(C(=O)OCCOc2ccccc2)=C1C (stereo not given)	34%
O=C(Nc1ccc(Br)cc1)c1ccc2c(c1)C(=O)N(c1ccc([N+](=O)[O-])cc1)C2=O	3%
N/C(CSc1nnc2c(n1)[nH]c1ccccc12)=N\O	3%
O=C(OCCN1CCOCC1)c1ccc(Cl)cc1	13%
O=C(Nc1ncc(Cc2ccc(Cl)cc2Cl)s1)c1ccccc1Br	12%
CC(=O)NC(c1cccc([N+](=O)[O-])c1)c1c(O)ccc2ccccc12 (stereo not given)	3%

New compounds follow:
SMILES	RNase H inhibition
COC(=O)NC(NC(=O)OC)c1ccc(OC)cc1	4%
CCCNC(=S)Nc1ccc(C(=O)OCC)cc1	19%
COc1cc(/C=C2/SC(=S)N(C)C2=O)ccc1OC(=O)c1cccc(Br)c1	3%
COCCNC(=S)Nc1cccc(C(F)(F)F)c1	0%
CCN1C(=O)/C(=C\c2cccc(Br)c2)SC1=S	18%
O=C(O)c1cccc(-c2ccc(/C=C3/SC(=S)N(c4cccc(Cl)c4)C3=O)o2)c1	24%
COC(=O)c1sc2nc(-c3cccs3)cc(C(F)(F)F)c2c1N	9%
O=C(Nc1ccc(F)cc1)Nc1cccc2ccccc12	0%
COc1ccc(N2CC(O)Cn3c2nc2c3c(=O)[nH]c(=O)n2C)cc1 (stereo not given)	0%
Cc1ccc(/C=C/C(=O)c2ccc([N+](=O)[O-])cc2)s1	15%
O=C(Nc1ccn(-c2ccccc2)n1)NS(=O)(=O)c1ccccc1Cl	13%
CCOc1cc(C(=O)Nc2cccc(NC(C)=O)c2)cc(OCC)c1OCC	11%

Additional entries follow.
SMILES	RNase H inhibition
Cc1cc(O)cc(O)c1/C=N/NC(=O)/C(=C\c1ccc2c(c1)OCO2)NC(=O)c1ccccc1	13%
O=C(CSCc1ccccc1)NCCc1ccc(Cl)cc1	3%
O=C1NC(=S)S/C1=C/c1cccn1-c1ccc(Br)cc1	36%
O=C(N/N=C/c1cc([N+](=O)[O-])c(N2CCOCC2)cc1N1CCOCC1)c1cccnc1	6%
C(=N\Nc1nc(Nc2ccccc2)nc(N2CCCCC2)n1)/c1cccc(OCc2ccccc2)c1	25%
CC(=O)Oc1ccc(C2C(C(=O)OCCc3ccccc3)=C(C)NC3=C2C(=O)CC(C)(C)C3)cc1 (stereo not given)	0%
Cc1ccc(C(=O)N/C(=C\c2cccc([N+](=O)[O-])c2)C(=O)NCC(C)C)cc1	0%
Cc1cc2nc3s/c(=C/c4ccccc4F)c(=O)n3c2cc1C	30%
Cc1c(N(C(=O)c2ccc(Cl)cc2)C(C)C)c(=O)n(-c2ccccc2)n1C	15%
COc1ccc(C)cc1NC(=O)c1cc(-c2ccc(C)cc2C)nc2ccccc12	6%
Clc1ccccc1-c1nc(N2CCOCC2)c2ccccc2n1	2%
N#C/C(=C\c1ccc(I)o1)c1ccccc1	41%

The list continues.
SMILES | RNase H inhibition
Cc1cc(Cl)ccc1OCc1nnc(NC(=O)Nc2ccc(Cl)cc2Cl)s1 | 37%
CN(C)C=Nc1c(C(=O)NCc2ccccc2)c2n(c1C#N)CCC2 | 6%
Brc1ccc(CNc2ccc3c(c2)ncn3-c2ccccc2)cc1 | 7%
O=C1C2C3C=CC(C3)C2C(=O)N1/N=C/c1ccc2c(c1)OCO2 (stereo not given) | 0%
O=c1/c(=C\c2ccccc2OCc2cccc3ccccc23)sc2nc3ccccc3n12 | 16%
COc1ccc(/C=C2\C(=O)NC(=O)N(c3ccc(Cl)cc3)C2=O)cc1C(=O)O | 6%
CC(=O)c1cccc(Nc2nc(-c3c(C)nc4sccn34)cs2)c1 | 11%
COCCOC(=O)C1=C(C)NC2=C(C(=O)CCC2)C1c1cccc(F)c1 (stereo not given) | 9%
O=C(COc1ccc(Cl)cc1Cl)Nc1ccc(Br)cn1 | 18%
O=C(NC(=S)Nc1cccc(-c2nc3ncccc3o2)c1)c1cccc(Cl)c1 | 23%
CC(/C=C/c1ccccc1)=N\Nc1nnc2c(n1)[nH]c1ccccc12 | 1%
O=C1CCCc2oc3c(Br)cc(NS(=O)(=O)c4cc(Cl)ccc4Cl)cc3c21 | 0%
C#CCOc1c(I)cc(/C=N/NC(=O)c2cccnc2)cc1OC | 1%
O=C(CCC(NC(=O)OCc1ccccc1)C(=O)OCc1ccccc1)Oc1ccc([N+](=O)[O-])cc1 (stereo not given) | 10%
COc1ccc(NC(=O)/C(=C\c2ccc(Br)cc2)NC(=O)c2ccccc2F)cc1 | 0%
Oc1ccc(C=Nc2ccc(N=Cc3ccc(O)cc3)cc2)cc1 | 15%
NNC(=O)/C(=C/c1ccc([N+](=O)[O-])cc1)NC(=O)c1ccccc1 | 14%
COc1cc(C(=O)N2CCN(c3ccc(C(F)(F)F)cc3[N+](=O)[O-])CC2)cc(OC)c1OC | 9%
CC(C)NC(=O)C(=O)Nc1cccc(Cl)c1 | 7%
Cc1cccc(/C=C2\C(=O)NN(c3ccccc3)C2=O)c1 | 0%
Cc1c(C(=O)NC(=S)Nc2ccc3oc(-c4cccc(F)c4)nc3c2)cccc1[N+](=O)[O-] | 12%
COc1ccc(OC)c(CN2CCN(C(=O)c3cc(OC)c(OC)c(OC)c3)CC2)c1 | 8%
O=Cc1ccc(OC(=O)c2ccc(I)cc2)cc1 | 26%
COc1ccc(C(=O)NC(=S)Nc2nc(-c3ccc(Cl)cc3)cs2)cc1 | 27%
Cn1c(=O)c([N+](=O)[O-])c(NCCc2ccccc2)c2ccccc21 | 27%
CC1=C(C(=O)Nc2cccc(C(F)(F)F)c2)C(c2ccccn2)C2=C(CCCC2=O)N1 (stereo not given) | 30%
Clc1cc(Cl)c(N/N=C/c2ccc(Br)cc2)c(Cl)c1 | 34%
O=C(c1ccccc1)C1Nc2ccccc2-c2nnc(SCc3ccc(Cl)cc3)nc2O1 (stereo not given) | 0%
Oc1cc(Cl)ccc1N=Cc1cc(I)cc(I)c1O | 4%
COc1ccc(CNC(=O)c2ccc(C)c([N+](=O)[O-])c2)cc1 | 0%

Individual results from the entries so far:
`NNC(=O)/C(=C/c1ccc([N+](=O)[O-])cc1)NC(=O)c1ccccc1` @ RNase H inhibition = 14%
`O=C(CCC(NC(=O)OCc1ccccc1)C(=O)OCc1ccccc1)Oc1ccc([N+](=O)[O-])cc1` (stereo not given) @ RNase H inhibition = 10%
`O=C(NC(=S)Nc1cccc(-c2nc3ncccc3o2)c1)c1cccc(Cl)c1` @ RNase H inhibition = 23%
`Cn1c(=O)c([N+](=O)[O-])c(NCCc2ccccc2)c2ccccc21` @ RNase H inhibition = 27%
`Cc1cccc(/C=C2\C(=O)NN(c3ccccc3)C2=O)c1` @ RNase H inhibition = 0%
`COc1ccc(/C=C2\C(=O)NC(=O)N(c3ccc(Cl)cc3)C2=O)cc1C(=O)O` @ RNase H inhibition = 6%

(listing goes on)
SMILES | RNase H inhibition
COC(=O)C1=C(C)N(CCc2ccc(OC)c(OC)c2)C(=O)/C1=C\c1ccc2c(c1)OCO2 | 3%
COc1cc(NC(=S)NC(=O)c2cccc(F)c2)ccc1NC(=O)c1cc2ccccc2o1 | 58%*
CC1(C)Cc2c(sc3nc(SCCc4ccccc4)n(CCc4ccccc4)c(=O)c23)CO1 | 3%
Cn1c(=O)c(Br)c2c3c(c(Br)ccc31)C(=O)c1ccccc1-2 | 11%
Cc1cc(C)c2oc(-c3cccc(NC(=O)C(C)C)c3C)nc2c1 | 19%
c1ccc2c(c1)[nH]c1nc3nncn3nc12 | 3%
Cc1cccc(-n2ncc3c(N4CCOCC4)ncnc32)c1 | 0%
O=C(NCCOc1cccc2ccccc12)Nc1cc(F)c(F)cc1Cl | 0%
COc1ccc(NC(=O)C2CC(=O)N(c3ccc(Br)cc3)C2)c(OC)c1 (stereo not given) | 38%
O=[N+]([O-])c1ccc(CNC23CC4CC(CC(C4)C2)C3)cc1 | 3%
COc1ccc(O)c(-c2cc(-c3ccccc3C)[nH]n2)c1 | 34%
O=C(N/N=C/c1ccccc1F)c1ccc(F)cc1 | 15%
O=C(NCCc1ccccc1)c1nn2c(c1Br)NC(c1cccs1)CC2C(F)(F)F (stereo not given) | 5%
CCCCCC1CCC(c2ccc(C(=O)CCN(C)C)cc2)CC1 (stereo not given) | 4%
CCOC(=O)C1=C(c2ccccc2)N=c2s/c(=C\c3ccc(O)c(OC)c3)c(=O)n2C1c1ccccc1OC (stereo not given) | 12%
COc1ccccc1NC(=O)/C(=C\c1cccnc1)NC(=O)c1ccccc1 | 26%
COc1cccc(NC2=C(Cl)C(=O)N(c3cccc(C)c3)C2=O)c1 | 6%
Cc1ccc(N2C(=O)C=CC2=O)c(Br)c1 | 0%
COc1cc(NC(=O)Cn2nc(C(F)(F)F)cc2C)cc([N+](=O)[O-])c1 | 6%
Clc1ccc(C(Sc2ncn[nH]2)c2ccccc2)cc1 (stereo not given) | 16%
CCOC(=O)c1c2c(n(C)c1C)C=C(Br)C(=O)C2=O | 4%
Cc1cccc(C(=O)Nc2cccc(S(N)(=O)=O)c2)c1 | 0%
O=C(Nc1ccccc1Cl)c1cccc(N2C(=O)c3cccnc3C2=O)c1 | 0%
CCOc1ccccc1NC(=O)CCN1C(=O)c2ccccc2C1=O | 0%
O=C1NC(=S)N/C1=C/c1ccc(N2CCOCC2)cc1 | 12%
O=C(CSc1nc2ccc([N+](=O)[O-])cc2s1)N1CCOCC1 | 27%
CN(C)c1ccc(C=Nc2nonc2-c2ccccc2)cc1 | 10%
O=C(Cc1ccc(Cl)cc1)NNS(=O)(=O)c1ccccc1 | 0%

Screening data deposited in PubChem BioAssay by MTDP.
